Screens: PubChem, National Center for Advancing Translational Sciences (NCATS)
TCR activator – activators of T cell receptors; primary human leukocytes, anti-CD3, IL-2 HTRF, 48 h; Potency, µM (titrated, usually from 9.22 µM), for the others: top-dose activation of IL-2 secretion, actives largely listed as activators; 330,000 tested, under 10 active; also: % of control where 0% means no effect
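Readout: HTRF IL-2, Eu-cryptate/d2 antibody pair, 320nm excitation, 665nm emission. Stimulus: a-CD3 beads, no co-stimulation. Cells: primary human leukocytes. Exposure: 48 hr with compound.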
TSG101-PTAP inh – blocks PTAP/TSG101 interaction to inhibit HIV-1 budding; Q99816; Fluorescence polarization, FITC-PTAP peptide / Tsg101 binding; Potency, µM (titrated, usually from 115 µM), without a hit: at the top dose activity change, negative = inhibition, hits mostly inhibitors; 340,000 tested, under 10 active; AID 493005; active = well fitted inhibition curve with a large enough effect in the main read-out, with a control signal flat, not every such curve was filed as active; inconclusive = small, poorly fitted or top-dose-only effect, or effect the other way, or a change in a side signal; inactive = no such curve, though single readings can be large or run the other way; also: potency is read from the fitted curve at half-maximal effect; % of control where 0% means no effect
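Tsg101 binding domain (10 uM final) was mixed with compound and a FITC-labeled PTAP peptide (50 nM final) in HEPES pH 7.5 buffer with NaCl, Tween 20, EDTA and TCEP; fluorescence polarization was read after 20 min at r.t.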
ASM inhibitor – human S-ASM enzyme inhibition | 0.006% of 340,000 active | Potency, µM (top dose mostly 57.5 µM), inactives show at the top dose activity change, negative = inhibition, actives largely listed as inhibitors | AID 504937 | placental ASM, HMU-PC fluorogenic substrate, 60 min | P17405; also: potency is read from the fitted curve at half-maximal effect
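HMU-PC0 cleavage (9 uM final) by human placental ASM, 60 min at 37 °C following 10 min compound exposure at RT; stopped at pH 10, fluorescence Ex 386/Em 447 nm.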
Menin-MLL TR inh – menin-MLL binding inhibition, Texas Red mutant peptide | O00255 | Menin + Texas Red MLL mutant peptide, fluorescence polarization | Potency, µM (top dose mostly 61.6 µM), for the others: at the top dose FP activity change, negative = inhibition, hits mostly inhibitors | 0.23% of 270,000 active | AID 1768; active = well fitted inhibition curve with a large enough effect in the polarisation, with a control signal flat, not every such curve was filed as active; inconclusive = small, poorly fitted or top-dose-only effect, or effect the other way, or a change in a side signal; inactive = no such curve, though single readings can be large or run the other way; the % refers to the polarisation; also: potency is read from the fitted curve at half-maximal effect; % of control where 0% means no effect; many of its hits are not listed in these tables
AT treatment – potential ataxia-telangiectasia treatment | […] A-T fibroblasts, KAP-1 phosphorylation AlphaLISA; neocarzinostatin DNA damage 30 min before lysis | Potency, µM (series often up to 57.5 µM), without a hit: top-dose activation, usual class: activators | AID 485349 | 0.19% of 320,000 active; also: potency is read from the fitted curve at half-maximal effect; % of control where 0% means no effect; nearly all actives have a fitted effect of over 45% in size
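hTERT-immortalized A-T patient fibroblasts ([…]), 500 cells/well in OPTI-MEM, 1% FBS, got compounds for 60 min, then NCS for 30 min at 37C. Lysates were then assayed for phospho-KAP-1 by AlphaLISA (anti-pKAP1 donor, anti-KAP1 acceptor beads), 6 hr at 25C.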
a7 integrin act – activates integrin-mediated alleviation for muscular dystrophy | Potency, µM (series often up to 38.3 µM), without a hit: at the top dose activation, hits mostly activators | AID 624291 | 0.064% of 350,000 active | alpha7betagal myoblasts, beta-gal FDG fluorescence, 48 h;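 also: potency is read from the fitted curve at half-maximal effect; 100% = response of the positive control SU9516; nearly all actives have a fitted effect of over 60% in size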
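Alpha7betagal+/- myoblasts (passage 13) were plated 16-24 hr, then exposed to compounds (1:260 dilution of DMSO stock) for 48 hours at 37C. After MPER lysis, β-galactosidase reporter activity was read as FDG fluorescence (ex 480/em 540) after 30 minutes.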
MLL CXXC-DNA inh – blocks binding of human MLL CXXC domain to DNA; MLL-CXXC / FITC-HOXA9 DNA fluorescence polarization; Potency, µM (titrated, usually from 115 µM), for the others: top-dose activity change, negative = inhibition, usual class: inhibitors; 0.037% of 290,000 active; AID 2662; active = well fitted inhibition curve with a large enough effect in the polarisation, with a control signal flat, not every such curve was filed as active; inconclusive = small, poorly fitted or top-dose-only effect, or effect the other way, or a change in a side signal; inactive = no such curve, though single readings can be large or run the other way; the % refers to the polarisation; also: potency is read from the fitted curve at half-maximal effect
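Purified MLL-CXXC (added from a 7 uM solution) was preincubated 5 min at ambient with pinned compounds in 50 mM Tris-HCl pH 7.5, 50 mM NaCl, 1 mM DTT, 0.05% BSA. Fluorescein-labeled HOX-A9 DNA (50 nM solution) followed, 30 min, then polarization read.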
MBNL1 CUG block – blocks human MBNL1 binding to CUG repeat RNA; Potency, µM (highest dose often 57.5 µM), for the others: top-dose activity change, negative = inhibition, usual class: inhibitors; TR-FRET MBNL1-His/biotin-(CUG)12 binding, 665/545 ratio; 0.036% of 280,000 active; Q9NR56; AID 2675; active = well fitted inhibition curve with a large enough effect in the signal ratio, with a control signal flat, not every such curve was filed as active; inconclusive = small, poorly fitted or top-dose-only effect, or effect the other way, or a change in a side signal; inactive = no such curve, though single readings can be large or run the other way; the % refers to the signal ratio; also: potency is read from the fitted curve at half-maximal effect; % is scaled to controls: 0 for no effect and ±100 for the full control effect
Target sequence (Q9NR56 whole entry, looked up): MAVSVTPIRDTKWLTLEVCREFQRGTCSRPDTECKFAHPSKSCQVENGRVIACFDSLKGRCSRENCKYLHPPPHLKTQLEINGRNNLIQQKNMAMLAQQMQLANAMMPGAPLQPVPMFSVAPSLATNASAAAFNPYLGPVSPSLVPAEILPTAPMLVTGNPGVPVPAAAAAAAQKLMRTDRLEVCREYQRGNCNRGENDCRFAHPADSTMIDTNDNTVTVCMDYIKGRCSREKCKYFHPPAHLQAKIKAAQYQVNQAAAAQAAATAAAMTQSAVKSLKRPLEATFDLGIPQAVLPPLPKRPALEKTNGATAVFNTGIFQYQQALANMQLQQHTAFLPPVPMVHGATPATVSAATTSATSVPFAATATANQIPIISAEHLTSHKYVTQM
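Compounds (final 92 nM to 58 uM) are added to His-tagged MBNL1 and biotin-(CUG)12, then terbium anti-His antibody and streptavidin-XL665 (5 nM final). After 60 min at room temperature, the 665/545 nm ratio is read.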
Mito fusion yeast – mitochondrial division inhibition or fusion activation | S. cerevisiae fusion-defective mutant growth rescue, CellTiterGlo 48 h | Potency, µM (highest dose often 46.1 µM), for the others: at the top dose growth rescue (activation), usual class: activators | 0.23% of 320,000 active | AID 485298;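 also: potency is read from the fitted curve at half-maximal effect; % of control where 0% means no effect; nearly all actives have a fitted effect of over 45% in size; temperature-sensitive fusion mutants such as fzo1-1 at 37 °C on non-fermentable ethanol glycerol medium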
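Growth-rescue viability read-out: after 48 h at the non-permissive 37C in glycerol/ethanol YPEG, yeast mitochondrial fusion mutants are measured by CellTiterGlo luminescence; compounds (23 nl pinned per well) restoring growth score as division inhibitors or fusion activators.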
TSHR antagonist – antagonists of human thyroid stimulating hormone receptor. P16473. TSHR-expressing cells, TSH-stimulated cAMP HTRF, 2 h; stronger effect = lower value. activity change, negative = inhibition, % at 11.5 µM. 0.2% of 330,000 active;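 active = activity change below a set negative limit, meaning inhibition stronger than a set level, cut at about -70% in these data; inconclusive = activity change between two set negative limits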; also: % is scaled to controls: 0 for no effect and ±100 for the full control effect
Target sequence (P16473 whole entry, looked up): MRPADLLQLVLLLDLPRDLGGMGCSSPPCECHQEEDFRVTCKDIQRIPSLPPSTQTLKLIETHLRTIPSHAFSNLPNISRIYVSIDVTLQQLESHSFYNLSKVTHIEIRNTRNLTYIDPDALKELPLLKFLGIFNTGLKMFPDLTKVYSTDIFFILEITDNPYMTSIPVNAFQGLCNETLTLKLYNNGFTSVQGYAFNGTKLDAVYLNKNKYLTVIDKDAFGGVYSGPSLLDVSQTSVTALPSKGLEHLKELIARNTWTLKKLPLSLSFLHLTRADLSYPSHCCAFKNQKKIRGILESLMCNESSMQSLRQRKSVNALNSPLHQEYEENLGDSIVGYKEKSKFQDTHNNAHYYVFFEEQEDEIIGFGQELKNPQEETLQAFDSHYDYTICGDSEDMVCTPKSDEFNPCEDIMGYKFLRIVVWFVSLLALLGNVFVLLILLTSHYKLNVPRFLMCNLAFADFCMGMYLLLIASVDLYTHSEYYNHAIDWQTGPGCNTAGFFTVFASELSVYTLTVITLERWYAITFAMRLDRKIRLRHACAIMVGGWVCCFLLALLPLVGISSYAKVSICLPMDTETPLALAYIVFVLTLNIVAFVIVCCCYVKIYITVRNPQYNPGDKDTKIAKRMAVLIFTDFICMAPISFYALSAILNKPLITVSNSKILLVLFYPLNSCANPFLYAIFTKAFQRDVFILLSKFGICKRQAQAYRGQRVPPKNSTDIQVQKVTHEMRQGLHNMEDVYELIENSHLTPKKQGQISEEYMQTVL
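Inhibition of cAMP made by TSHR-expressing cells under TSH stimulation (4nM final, EC80; 2 h, 37 deg C) is quantified with a one-step lysis HTRF kit, anti-cAMP cryptate versus cAMP-d2.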
Starred values were filed as active, the others as inactive; & = joins results of further samples; [ ] = dose if it differs, or a comment. Unless noted, calls follow the shape of the dose curve; as a rule, active = well fitted curve in the direction sought with a large enough effect; inconclusive = small, poorly fitted or top-dose-only effect, or another doubt; inactive = no such curve, though single readings can be large; an effect the other way counts as inactive or inconclusive.

What do the screens show for `COc1ccc(C(C[N+](=O)[O-])n2nc(C)cc2C)cc1` (stereo not drawn)?
TCR activator: -3%[46.1 µM]; TSG101-PTAP inh: 0%; ASM inhibitor: 1%; Menin-MLL TR inh: -12%; AT treatment: 15%; a7 integrin act: -46%[inhibitor]; MLL CXXC-DNA inh: 18%; Mito fusion yeast: -4%; TSHR antagonist: 26

Results for CC(OC(=O)CNC(=O)c1ccccc1)C(=O)Nc1ccc(S(=O)(=O)N2CCOCC2)cc1 (stereo not drawn) ?
TCR activator: 1%; TSG101-PTAP inh: 0%; ASM inhibitor: -2%; AT treatment: -5%; a7 integrin act: -10%; Mito fusion yeast: -2%; TSHR antagonist: 3

What do the screens show for `COCCn1nnnc1C(c1ccc(OC)cc1)N1CCC(C)CC1` (stereo not drawn)?
TCR activator: -11%; TSG101-PTAP inh: -4%; ASM inhibitor: 1%; Menin-MLL TR inh: -27%; AT treatment: 5%; a7 integrin act: 13%; MLL CXXC-DNA inh: 6%; MBNL1 CUG block: 2%; Mito fusion yeast: -1%; TSHR antagonist: 3

Results for CN(C)S(=O)(=O)c1cccc(NC(=S)Nc2cccc3cnccc23)c1 ?
TCR activator: 3%; TSG101-PTAP inh: -11%; ASM inhibitor: 1%; AT treatment: 7%; a7 integrin act: -24%; MLL CXXC-DNA inh: -13%; Mito fusion yeast: -9%; TSHR antagonist: 10

Results for CCN(CC)CCNC(=O)c1cc(S(C)(=O)=O)ccc1OC ?
TCR activator: -4%; TSG101-PTAP inh: 3%; ASM inhibitor: -1%; Menin-MLL TR inh: 1%; AT treatment: 8%; MLL CXXC-DNA inh: -7%; MBNL1 CUG block: inconclusive; Mito fusion yeast: 3%&-1%; TSHR antagonist: -7&9

Results for CCN(CC)S(=O)(=O)c1ccc(NC(=O)c2cccnc2Cl)c(NC(=O)c2cccnc2Cl)c1 ?
TCR activator: 0%; TSG101-PTAP inh: -1%; ASM inhibitor: 1%; Menin-MLL TR inh: 1%; AT treatment: inconclusive; a7 integrin act: 0%; MLL CXXC-DNA inh: -1%; MBNL1 CUG block: -3%; Mito fusion yeast: 4%; TSHR antagonist: -5

Results for COC(=O)[C@]1(Cc2ccccc2)N[C@H](CN(C)C(=O)NC(C)C)[C@@H]2C(=O)N(C)C(=O)[C@@H]21 ?
TCR activator: 1%; TSG101-PTAP inh: -8%; ASM inhibitor: 11%; AT treatment: 3%; a7 integrin act: 0%; TSHR antagonist: -5

Results for CCC(C)NC(=O)c1cc(-c2cccs2)nc2ccccc12 (stereo not drawn) ?
TCR activator: 1%; TSG101-PTAP inh: -2%; ASM inhibitor: 53%[activator]; Menin-MLL TR inh: 27%; AT treatment: 20%; a7 integrin act: inconclusive; MLL CXXC-DNA inh: -11%; MBNL1 CUG block: 20%; Mito fusion yeast: 2%; TSHR antagonist: 8

How did COc1cc(Br)c(CCNC(=O)c2ccco2)cc1OC do in these assays?
TCR activator: -19%; TSG101-PTAP inh: 0%; ASM inhibitor: -1%; Menin-MLL TR inh: -2%; AT treatment: 4%; a7 integrin act: -45%[inhibitor]; MLL CXXC-DNA inh: -4%; MBNL1 CUG block: -3%; Mito fusion yeast: 7%; TSHR antagonist: -11

What do the screens show for `CC(=O)NC12CC3CC(C1)CC(C(=O)Nc1nc4ccc(F)cc4s1)(C3)C2`?
TCR activator: 7%; TSG101-PTAP inh: 0%; ASM inhibitor: -3%; AT treatment: 1%; a7 integrin act: 15%; MLL CXXC-DNA inh: 60%; MBNL1 CUG block: -6%; Mito fusion yeast: -2%; TSHR antagonist: 6

What do the screens show for `O=C(NCc1ccc2c(c1)OCO2)c1c(F)c(F)c(F)c(F)c1F`?
TCR activator: 0%; TSG101-PTAP inh: -3%; ASM inhibitor: -2%; Menin-MLL TR inh: -1%; AT treatment: -3%; a7 integrin act: -14%; MLL CXXC-DNA inh: -2%; MBNL1 CUG block: -3%; Mito fusion yeast: 3%; TSHR antagonist: 1

Results for O=C(NCCC1=CCCCC1)c1cc(-c2ccccn2)nc2ccccc12 ?
TCR activator: 5%; TSG101-PTAP inh: 2%; ASM inhibitor: -2%; Menin-MLL TR inh: 0%; AT treatment: 3%; a7 integrin act: 11%; MLL CXXC-DNA inh: -3%; Mito fusion yeast: -6%; TSHR antagonist: 8

How did CC(=O)Oc1ccc(/C=N/NC(=O)CCSc2ccccc2)cc1 do in these assays?
TCR activator: -11%; TSG101-PTAP inh: -3%; ASM inhibitor: 0%; Menin-MLL TR inh: 3%; AT treatment: -3%; a7 integrin act: 1%; MLL CXXC-DNA inh: -3%; MBNL1 CUG block: -9%; Mito fusion yeast: -7%; TSHR antagonist: -2

What do the screens show for `Cc1ccccc1NC(=O)c1cccc(NC(=O)c2ccco2)c1`?
TCR activator: 1%; TSG101-PTAP inh: -3%; ASM inhibitor: -1%; Menin-MLL TR inh: -10%; AT treatment: 1%; a7 integrin act: -16%; MLL CXXC-DNA inh: -2%; MBNL1 CUG block: -15%; Mito fusion yeast: 3%; TSHR antagonist: 45

What do the screens show for `O=C1OC(c2ccccc2)/C(=C(/O)c2ccccc2)C1=O` (stereo not drawn)?
TCR activator: 3%; TSG101-PTAP inh: 0%; ASM inhibitor: 3%; Menin-MLL TR inh: 15%; AT treatment: 2%; a7 integrin act: 0%; MLL CXXC-DNA inh: inconclusive; MBNL1 CUG block: -4%; Mito fusion yeast: 2%; TSHR antagonist: -8

How did CCOC(=O)C1=C(C)Nc2ccccc2N/C1=N\S(=O)(=O)c1ccc(Cl)cc1 do in these assays?
TCR activator: 3%; TSG101-PTAP inh: -4%; ASM inhibitor: -1%; AT treatment: -4%; a7 integrin act: -24%; Mito fusion yeast: 5%; TSHR antagonist: -6

How did Cc1ccc(N2CCN(C(=O)c3ccccc3NC(=O)/C=C\C(=O)O)CC2)cc1 do in these assays?
TCR activator: -1%; TSG101-PTAP inh: 0%; ASM inhibitor: -1%; Menin-MLL TR inh: 27%; AT treatment: 0%; a7 integrin act: -12%; MLL CXXC-DNA inh: 5%; MBNL1 CUG block: 0%; Mito fusion yeast: 0%; TSHR antagonist: -2

How did Cc1sc2nc3n(c(=O)c2c1C)CCCCC3 do in these assays?
TCR activator: -4%[46.1 µM]; TSG101-PTAP inh: -4%; ASM inhibitor: 1%; Menin-MLL TR inh: 5%; AT treatment: -7%; a7 integrin act: -17%; MLL CXXC-DNA inh: 4%; MBNL1 CUG block: 14%; Mito fusion yeast: 7%; TSHR antagonist: -2

What do the screens show for `CC(/C=C1\SC(=O)N(CC(=O)Nc2cccc(O)c2)C1=O)=C\c1ccccc1`?
TCR activator: 4%; TSG101-PTAP inh: -5%; ASM inhibitor: -3%; Menin-MLL TR inh: inconclusive; AT treatment: -9%; a7 integrin act: -34%; MLL CXXC-DNA inh: 15%; MBNL1 CUG block: inconclusive; Mito fusion yeast: 5%; TSHR antagonist: 0

Results for CCCCn1nnnc1NCc1cccc(OC)c1OC ?
TCR activator: -55%; TSG101-PTAP inh: -5%; ASM inhibitor: -2%; Menin-MLL TR inh: -12%; AT treatment: 2%; a7 integrin act: -5%; MLL CXXC-DNA inh: 8%; MBNL1 CUG block: 3%; Mito fusion yeast: -7%; TSHR antagonist: -3

How did COCc1c(C(=O)OCc2nnc(-c3ccc([N+](=O)[O-])cc3)o2)oc2ccccc12 do in these assays?
TCR activator: 0%; TSG101-PTAP inh: 0%; ASM inhibitor: -7%; AT treatment: -3%; a7 integrin act: -14%; TSHR antagonist: -11

Results for O=C(Cc1cccc(NC(=O)C2CCCN(C(=O)c3ccccc3)C2)c1)Nc1cccc(C(=O)N2CCOCC2)c1 (stereo not drawn) ?
TCR activator: 4%; TSG101-PTAP inh: 1%; ASM inhibitor: 5%; a7 integrin act: -3%

What do the screens show for `O=C(NCc1ccc(Cl)cc1)c1ccc(OCC2CCCO2)cc1` (stereo not drawn)?
TCR activator: -3%[46.1 µM]; TSG101-PTAP inh: 1%; ASM inhibitor: -2%; Menin-MLL TR inh: 6%; AT treatment: -3%; a7 integrin act: 35%; MLL CXXC-DNA inh: 0%; MBNL1 CUG block: -3%; Mito fusion yeast: -3%; TSHR antagonist: 3

Results for Cc1csc(SCc2ccccc2C(=O)O)n1 ?
TCR activator: -7%; TSG101-PTAP inh: -6%; ASM inhibitor: 0%; Menin-MLL TR inh: 9%; AT treatment: 2%; a7 integrin act: 12%; MLL CXXC-DNA inh: -1%; MBNL1 CUG block: -3%; Mito fusion yeast: 3%; TSHR antagonist: 5

What do the screens show for `CCOc1ccc(NC(=O)C(=O)N/N=C/c2cccnc2)cc1`?
TCR activator: 4%; TSG101-PTAP inh: -2%; ASM inhibitor: -2%; AT treatment: -4%; a7 integrin act: 0%; MLL CXXC-DNA inh: -2%; MBNL1 CUG block: -1%; Mito fusion yeast: -1%; TSHR antagonist: -3

An excerpt; rates above refer to the full screens.
